DT40 TDP1 CPT: qHTS for Inhibitors of human tyrosyl-DNA phosphodiesterase 1 (TDP1): qHTS in cells in presence of CPT | chicken DT40 Tdp1-/-;hTDP1 cells + 20 nM CPT, ATP luminescence, 48 h | Potency, µM (titrated, usually from 46.2 µM), inactives show top-dose activity change, negative = growth inhibition, actives largely listed as inhibitors | 420,000 compounds, 12% hits; also: nearly all actives have a fitted effect of over 55% in size
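Cell growth measured by CellTiter-Glo luminescence after a minimum 48 h, 37 C compound exposure with 20 nM CPT in Tdp1-knockout DT40 cells stably expressing hTDP1, seeded 400/well; qHTS titration format.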
FEN1 inhibitor: qHTS Assay for the Inhibitors of Human Flap endonuclease 1 (FEN1) | P39748 | Recombinant FEN1 flap cleavage, fluorescence, 15 min | Potency, µM (highest dose often 114 µM), inactives show at the top dose activity change, negative = inhibition, hits mostly inhibitors | 390,000 compounds, 0.35% hits | AID 588795, 2011; also: nearly all actives have a fitted effect of over 65% in size
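Potency values derive from four-parameter Hill fits of normalized qHTS data. The reaction used 10 nM FEN1 preincubated 15 min at room temperature with compound, then 50 nM DNA substrate, read at 0 and 15 min.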
GCN5L2 inh: qHTS Assay for Inhibitors of GCN5L2 | 390,000 compounds, 0.21% hits | AID 504327, 2011 | Histone acetyltransferase KAT2A (Homo sapiens), Q92830 | GCN5L2 HAT assay, ThioGlo1 CoA-SH fluorescence | Potency, µM (titrated, usually from 58.9 µM), for inactives: top-dose activity change, negative = inhibition, actives largely listed as inhibitors
Target sequence (Q92830 whole entry, looked up): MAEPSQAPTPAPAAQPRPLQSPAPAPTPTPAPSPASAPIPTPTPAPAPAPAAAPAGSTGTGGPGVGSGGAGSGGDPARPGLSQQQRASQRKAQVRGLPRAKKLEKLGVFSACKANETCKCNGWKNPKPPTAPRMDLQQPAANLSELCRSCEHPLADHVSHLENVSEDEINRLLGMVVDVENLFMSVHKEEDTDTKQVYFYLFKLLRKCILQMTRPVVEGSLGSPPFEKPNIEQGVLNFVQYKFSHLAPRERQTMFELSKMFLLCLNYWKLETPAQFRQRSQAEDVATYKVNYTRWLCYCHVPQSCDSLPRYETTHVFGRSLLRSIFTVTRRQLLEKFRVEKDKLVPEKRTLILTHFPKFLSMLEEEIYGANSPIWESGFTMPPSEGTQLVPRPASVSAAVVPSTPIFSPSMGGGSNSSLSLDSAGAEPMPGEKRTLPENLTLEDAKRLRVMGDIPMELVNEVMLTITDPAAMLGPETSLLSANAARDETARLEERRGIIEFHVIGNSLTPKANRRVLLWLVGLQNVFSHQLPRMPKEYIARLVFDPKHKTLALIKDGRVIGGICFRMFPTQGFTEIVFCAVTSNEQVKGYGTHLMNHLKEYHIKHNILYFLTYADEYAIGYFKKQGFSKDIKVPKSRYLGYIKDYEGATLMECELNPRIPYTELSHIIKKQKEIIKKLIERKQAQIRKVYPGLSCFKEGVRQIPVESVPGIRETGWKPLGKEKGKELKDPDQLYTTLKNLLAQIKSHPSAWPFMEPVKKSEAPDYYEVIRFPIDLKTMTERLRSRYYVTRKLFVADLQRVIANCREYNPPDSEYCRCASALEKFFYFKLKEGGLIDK
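GCN5L2 (20nM final) in 50mM HEPES, 0.1mM EDTA pH 7.5, 0.01% Tween-20 was preincubated 15 min at room temperature with compound, then given ThioGlo1 (50uM), H3(1-25) peptide (75uM) and acetyl-CoA (70uM); CoA-thiol fluorescence (Ex340/Em540) was read at 0 and 20 min.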
* = called active by the depositor; ? = inconclusive; nt = not tested or not shown; & = joins results of further samples; [ ] = remark or other dose. Calls follow the shape of the dose curve; as a rule, active = well fitted curve in the direction sought with a large enough effect; inconclusive = small, poorly fitted or top-dose-only effect, or another doubt; inactive = no such curve, though single readings can be large; an effect the other way counts as inactive or inconclusive. % is scaled to controls: 0 for no effect and ±100 for the full control effect; potency is read from the fitted curve at half-maximal effect. This is a subset; the hit share may differ from the screen's.

SMILES	DT40 TDP1 CPT	FEN1 inhibitor	GCN5L2 inh
COC(=O)CNC(=O)COC(=O)Cc1ccc(Cl)cc1	1%	3%	-4%
O=C(OCc1ccccc1)c1ccc(Br)o1	-10%	1%	-28%
COc1ccc(CCN(C)CC(=O)Nc2ccc(F)c(Cl)c2)cc1OC	-2%	-12%	-2%
Cc1ccc(CC(=O)NCc2ccc(F)cc2)cc1	4.1µM*	2%	-13%
C=CCn1c2ccccc2c(=O)c2cc(C#CC[C@@H](C)O)ccc21	8.2µM*	-22%	-11%
CCCc1nc2oc3ccccc3c(=O)c2c(=O)n1-c1ccccc1	-4%	1%	0%
CC(=O)Nc1cccc(Cl)c1C(=O)O	-2%	9%	3%
CC1CCCCN1CC(=O)Nc1sc2c(c1C#N)CCC2 (stereo unspecified)	-16%	16%	-3%
COc1cccc(C2c3c(oc4ccc(C)cc4c3=O)C(=O)N2CCCN2CCOCC2)c1OC (stereo unspecified)	?	6%	-3%
CCOc1ccc(CCNC(=O)c2sc3ncccc3c2-n2cccc2)cc1OCC	26µM*	-1%	-6%
COc1cc(/C=C(\C#N)C(=O)NCC2CCCO2)ccc1OCCC(C)C (stereo unspecified)	21µM*	11%	-9%
CC1(C)CC(=O)C2=C(C1)OC(/N=C/N1CCOCC1)=C(C#N)C2c1ccccc1 (stereo unspecified)	-15%	3%	-3%
Cc1cccn2c(=O)c(/C=C(\C#N)S(=O)(=O)c3ccccc3)c(Oc3ccc(Cl)cc3)nc12	?	0%	7%
Cc1ccc(C2=NS(=O)(=O)N(C)C(C(=O)NCc3cccs3)=C2)cc1	10%	-23%	-19%
CC1(C)CC(n2c(=S)[nH]c3ccccc3c2=O)CCO1 (stereo unspecified)	-14%	4%	-3%
COc1ccc(S(=O)(=O)N2CCCC2)cc1C(=O)O	19%	21%	4%
N=c1n(CCO)c2ccccc2n1CCOc1ccccc1	?	4%	2%
COC(=O)Cc1[nH]nc2c1C(c1cccc(OC)c1OC)C(C#N)=C(N)O2 (stereo unspecified)	-1%	-8%	-6%
CCN1CCN(C(c2ccccc2F)c2nnnn2Cc2ccc3c(c2)OCO3)CC1 (stereo unspecified)	-4%	-5%	1%
CC1CN(C(=O)CCC(=O)NCc2cccc(Cl)c2)c2ccccc2S1 (stereo unspecified)	-25%	0%	-8%
Cc1sc2ncnc(Sc3nnnn3-c3ccccc3)c2c1C	5.8µM*	-9%&-6%	-4%
Nc1nc(NCc2c(F)cccc2Cl)nn1-c1ccccc1	-2%	-18%	1%
Nc1nc2ccc(C(=O)NCCOC(=O)C3CCCCC3)cc2s1	-21%	-4%	-6%
NNc1nc2cccnc2n(CCNc2ncc(C(F)(F)F)cc2Cl)c1=O	16µM*	-13%	-21%
Cc1csc(CNC(=O)c2ccc(OC3CCN(CCc4ccccc4)CC3)cc2)n1	?	-2%	-13%

Reformatted with each value named: part of the list above.
CCCc1nc2oc3ccccc3c(=O)c2c(=O)n1-c1ccccc1
  DT40 TDP1 CPT: -4%; FEN1 inhibitor: 1%; GCN5L2 inh: 0%
C=CCn1c2ccccc2c(=O)c2cc(C#CC[C@@H](C)O)ccc21
  DT40 TDP1 CPT: 8.2µM*; FEN1 inhibitor: -22%; GCN5L2 inh: -11%
O=C(OCc1ccccc1)c1ccc(Br)o1
  DT40 TDP1 CPT: -10%; FEN1 inhibitor: 1%; GCN5L2 inh: -28%
CC1CN(C(=O)CCC(=O)NCc2cccc(Cl)c2)c2ccccc2S1 (stereo unspecified)
  DT40 TDP1 CPT: -25%; FEN1 inhibitor: 0%; GCN5L2 inh: -8%

More structures.
SMILES	DT40 TDP1 CPT	FEN1 inhibitor	GCN5L2 inh
Cc1cc(C)c(NC(=O)CN(C)CC(=O)N(C)CC(=O)Nc2c(Cl)cccc2Cl)c(C)c1	-21%	6%	-11%
O=C(NCCn1ccc2ccccc21)c1ccc(S(=O)(=O)N2CCCCC2)cc1	?	-21%	-13%
Cc1ccc(CNC(=O)CN(C)S(=O)(=O)c2ccc(F)cc2)cc1	-12%	-9%	nt
Cc1ccc(S(=O)(=O)N2CCN(C(=O)c3cc(S(=O)(=O)N4CCOCC4)c(Cl)cc3Cl)CC2)cc1	?	17%	nt
Cc1ccc(NC(=O)C(C)Sc2nnc(-c3cccnc3)n2-c2ccccc2)cc1 (stereo unspecified)	?	4%	-5%
COc1cc(C(=S)N2CCOCC2)cc(OC)c1O	-15%	-2%	-3%
CCC(=O)NNc1ncnc2c1cnn2-c1ccccc1	2%	12%	-1%
CNC(=S)Nc1ccc([N+](=O)[O-])cc1C	-18%	-13%	-2%
CC(C)c1cccc(C(C)C)c1NC1=NS(=O)(=O)c2ccccc21	-14%	-3%	-5%
C(=N\c1nccs1)/Nc1nccs1	-13%	-2%	-6%
Cc1cccc(NCN2C(=O)C3C4C=CC(C4)C3C2=O)c1 (stereo unspecified)	-4%	-3%	-4%
O=C(Nc1ccccc1)c1ccccc1CCc1ccccc1	?	-1%	-11%
CN1C(=O)CC(N2CCN(c3ccccc3)CC2)C1=O (stereo unspecified)	2%	-3%	nt
CCN1C(=NCCCOC(C)C)N[C@@H](CCc2ccccc2)[C@H](C(=O)NCCCOC(C)C)[C@H]1C	1.8µM*	-1%	3%&-8%
CCc1csc(CCNC(=O)C2CCC(=O)N(CCc3cccc(F)c3)C2)n1 (stereo unspecified)	-29%	2%	3%
O=C(CSc1nc(-c2ccccc2)nc2cc(=O)[nH]n12)Nc1ccccc1	-2%	-9%	-1%
[O-][n+]1c2ccccc2c2n1CCCN=C2c1ccc(Cl)cc1	?	-1%	-5%
COc1ccc(C(=O)Nc2ccc(C)cc2C(=O)c2ccccc2)cc1	-9%	-21%	36%[activator]
CC(NS(=O)(=O)c1ccc(Cl)cc1)C(=O)N1CCOCC1 (stereo unspecified)	-6%	3%	-5%
Cc1ccc(Cc2c(C)nc3nc(SCC(=O)NCCCN4CCCCC4)nn3c2C)cc1	3%	0%	-3%
C[C@H](CO)N1C[C@H](C)[C@@H](CN(C)C(=O)Nc2ccccc2)Oc2c(NS(=O)(=O)c3ccccc3)cccc2C1=O	-1%	-3%	-2%
CCOC(=O)C1CCCN(C(=O)c2ccc3c(c2)N(Cc2ccccc2F)C(=O)c2ccccc2S3=O)C1 (stereo unspecified)	?	-4%	0%
OCC1(Cc2ccccc2)CCCN(C2CCCC2)C1 (stereo unspecified)	-4%	0%	-3%
O=C1CCN(Cc2ccc(Cl)cc2Cl)C(=O)N1	10%	-8%	nt
CCOC(=O)C[C@H]1c2cc(F)ccc2S(=O)(=O)N1C1CCCC1	-21%&-10%	0%&-4%	nt

Part of the list above, as a markdown table:
| molecule | DT40 TDP1 CPT | FEN1 inhibitor | GCN5L2 inh |
| --- | --- | --- | --- |
| O=C(NCCn1ccc2ccccc21)c1ccc(S(=O)(=O)N2CCCCC2)cc1 | ? | -21% | -13% |
| Cc1ccc(CNC(=O)CN(C)S(=O)(=O)c2ccc(F)cc2)cc1 | -12% | -9% | nt |

(continued)
SMILES	DT40 TDP1 CPT	FEN1 inhibitor	GCN5L2 inh
Nc1nc(OCC(F)(F)F)cc(Oc2ccccc2F)n1	-2%	-6%	-5%
CCOc1ccccc1NC(=O)C1CCCCN1S(=O)(=O)c1ccccc1 (stereo unspecified)	?	-3%	-18%
CCC(=O)Nn1c(C2CCC2)nc2ccccc2c1=O	-4%	20%	2%
CC(=O)Nc1ccc(-n2nnnc2SCC(=O)Nc2cccc(NC(=O)c3ccco3)c2)cc1	-15%	?	3%
CC(CNC(=O)Cn1ccc(N)nc1=O)c1ccccc1 (stereo unspecified)	-23%	-5%	-6%
COc1cc2c(cc1OC)C(c1ccccc1)NCC2 (stereo unspecified)	19%	-2%	12%
CCOC(=O)c1cc(C#N)c(SCC(=O)O)[nH]c1=O	-9%	0%	-15%
O=C(CSc1nnc(-c2ccccc2)n1CC1CCCO1)N1CCCC1 (stereo unspecified)	-1%	0%	11%
COC(=O)c1c(-c2ccccc2Cl)noc1-c1cnc(N)nc1C(F)(F)F	19%	-1%	-6%
Cc1ccc(NC(=S)Nc2ccc(Br)cc2)cc1	-22%	-1%	15%
CN1C(=O)OC(C)(CCc2ccccc2)C1(C)O (stereo unspecified)	-4%	5%	1%
Cc1ccc(S(=O)(=O)/N=C(\CN2CCOCC2)N2CCCC2)cc1	1%	18%	-10%
C=CCN1C(=O)c2ccc(C(=O)OCC(=O)N3CCN(c4ccccc4)CC3)cc2C1=O	-6%	-1%	-18%
COc1c(Br)cc(Br)cc1/C=N/NC(=O)c1cccnc1	18µM*	5%	3%
Cc1ccc(Cl)c(OCC(=O)Nc2ccc(S(=O)(=O)NC3=NCCCCC3)cc2)c1	?	-12%	-22%
CCN(CC)CCNS(=O)(=O)c1ccc2[nH]cc(C(=O)O)c(=O)c2c1	7%	-9%	-17%
COc1ccc(C(=O)N[C@H](C(=O)NCc2cccs2)C(C)C)cc1	-24%	-6%	-6%
CCc1ccccc1NC(=O)Cn1ccn(-c2cc(C)cc(C)c2)c(=O)c1=O	-21%	16%	-10%
O=C(O)c1ccc(S(=O)(=O)N2CCc3ccccc3C2)cc1	0%	23%	-15%
COCCNc1nc(-c2cc3ccccc3o2)cs1	-7%	-12%	-3%
CCOC(=O)CSc1nnc(CNc2cccc(Cl)c2)n1C	-1%	6%	1%
Sc1oc(-c2ccccc2)cc1C=Nc1ccccc1	5.8µM*	0%	0%
COc1ccc(C(CNC(=O)c2ccc(C)cc2)N2CCOCC2)cc1 (stereo unspecified)	?	0%	-4%
CC(C)C(CC(=O)NCc1ccco1)c1ccco1 (stereo unspecified)	0%	-5%	-2%
Cc1ccc(NC(=O)NC(=O)COc2ccc(Cl)cc2Cl)c(C)c1	-22%	-1%	5%
Next part.
SMILES	DT40 TDP1 CPT	FEN1 inhibitor	GCN5L2 inh
O=C1c2[nH]nc(-c3ccccc3O)c2C(c2ccccc2F)N1Cc1cccnc1 (stereo unspecified)	?	-1%	3%
Cc1ccsc1C(=O)N(C)C1CCS(=O)(=O)C1 (stereo unspecified)	3%	1%	-2%
COCCN(C(=O)COC(=O)CCCOc1ccccc1)c1c(N)n(Cc2ccccc2)c(=O)[nH]c1=O	-5%	-3%	-6%
COC(=O)c1ccccc1NC(=O)Oc1ccc(F)cc1	-13%	1%	-1%
O=C(CN1C(=O)NC2(CCCCCC2)C1=O)Nc1ccc([N+](=O)[O-])cc1	?	3%	-3%
COCc1cc(C)nc(OCC(=O)N/N=C\c2cc(C)n(-c3cccc(C(F)(F)F)c3)c2C)c1C#N	?	-2%	-6%
Cc1cc(C)cc(N2C(=O)N(CC(=O)c3ccc(Br)cc3)c3ccccc3S2(=O)=O)c1	-4%	-11%	-9%
Cc1nc(SCc2ccc(Cl)cc2)ncc1C(=O)O	7%	-4%	-1%
COc1cc([N+](=O)[O-])ccc1N	38%[activator]	7%	-4%
O=C(/C=C/c1ccccc1)Nc1cccnc1	-4%	6%	-5%
C=CCOC(=O)C1CC=CCC1C(=O)Oc1ccc(F)cc1F (stereo unspecified)	-6%	-14%	-7%
CC(=O)N1CCCc2cc(S(=O)(=O)N3CCCC(C(=O)Nc4cc(C)ccc4C)C3)ccc21 (stereo unspecified)	?	-19%	-6%
Cc1cc(C)nc(NS(=O)(=O)c2ccc(N3C(=O)C4C5C=CC(C5)C4C3=O)cc2)n1 (stereo unspecified)	1%	9%	-7%
CC(C)Sc1nc2ccccc2[nH]1	-21%	0%	-11%
CC12CN3CC(C)(CN(C1)C3c1ccccc1F)C2 (stereo unspecified)	17%	15%	3%
Cn1c2ccccc2c2nn(-c3ccccc3)c(=O)cc21	0%	-13%	-4%
Cc1nc(N2CCCC2)c2c(C(=O)Nc3cccc(Cl)c3)c(C)oc2n1	-23%	19%	3%
COc1cc(NC(=O)c2cccc(S(=O)(=O)N3CCCCC3)c2)cc(OC)c1OC	23µM*	4%	-5%
COc1ccc2c(c1)c1nc3ccccc3nc1n2Cc1ccc(OC(C)C)c(OC)c1	-15%	-2%	1%
CCn1cc(C(=O)NCc2ccccc2F)c(=O)c2ccc(C)nc21	0%	7%	?
CC(=O)NNc1cc(N2CCOCC2)nc(N2CCOCC2)n1	-23%	-13%	-11%
Clc1cccc(/C=N/Nc2nc(Cl)nc3ccccc23)c1	23µM*	-21%	-1%
CCOC(=O)CNC(=O)c1cc2c(=O)oc3ccccc3c2s1	-2%	-9%	6%

Arranged by length of the SMILES (ascending): four of the compounds above
SMILES	DT40 TDP1 CPT	FEN1 inhibitor	GCN5L2 inh
Cc1nc(SCc2ccc(Cl)cc2)ncc1C(=O)O	7%	-4%	-1%
COC(=O)c1ccccc1NC(=O)Oc1ccc(F)cc1	-13%	1%	-1%
C=CCOC(=O)C1CC=CCC1C(=O)Oc1ccc(F)cc1F (stereo unspecified)	-6%	-14%	-7%
COc1cc(NC(=O)c2cccc(S(=O)(=O)N3CCCCC3)c2)cc(OC)c1OC	23µM*	4%	-5%

Assay outcomes: PubChem, National Center for Advancing Translational Sciences (NCATS)
